# OX1R antag-1: OX1R (HCRTR1) antagonists, primary screen, fluorescence, CHO/OX1R cells, Fluo-8 calcium, orexin A; Orexin/Hypocretin receptor type 1 (Homo sapiens), O43613; Fluo-8 calcium fluorescence; inhibition, % at 5 µM; 330,000 tested, 0.43% active; AID 434989, 2010;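 active = inhibition above its plate's threshold, mean inhibition of all tested compounds on the plate plus 3 SD, cut at about 37% in these data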;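 also: 0% = orexin A challenge wells and 100% = SB-334867-A antagonist wells; not every result past the cut was called active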
# Target sequence (O43613 whole entry, looked up): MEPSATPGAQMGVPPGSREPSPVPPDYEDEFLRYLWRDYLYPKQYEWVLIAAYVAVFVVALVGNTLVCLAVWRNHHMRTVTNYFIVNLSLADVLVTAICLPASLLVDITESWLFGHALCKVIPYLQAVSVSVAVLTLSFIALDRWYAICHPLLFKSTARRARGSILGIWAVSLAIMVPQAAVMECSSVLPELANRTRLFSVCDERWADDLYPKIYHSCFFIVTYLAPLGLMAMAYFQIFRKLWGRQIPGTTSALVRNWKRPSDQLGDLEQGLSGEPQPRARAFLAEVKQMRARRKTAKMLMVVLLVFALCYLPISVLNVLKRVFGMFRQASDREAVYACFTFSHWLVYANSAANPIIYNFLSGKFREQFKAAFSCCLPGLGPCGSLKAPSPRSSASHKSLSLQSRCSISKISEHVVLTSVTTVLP
# STK33 inh: inhibitors of purified STK33 kinase, primary screen, biochemical, ADP-Glo luminescence, homogeneous, cell-free | MBP phosphorylation | inhibition, % at 10 µM | 320,000 tested, 0.073% active | AID 2661, 2010;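 active = inhibition at or above 25%, using the most active replicate where run in duplicate; inactive = inhibition below 25%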
# Target sequence (Q9BYT3 whole entry, looked up): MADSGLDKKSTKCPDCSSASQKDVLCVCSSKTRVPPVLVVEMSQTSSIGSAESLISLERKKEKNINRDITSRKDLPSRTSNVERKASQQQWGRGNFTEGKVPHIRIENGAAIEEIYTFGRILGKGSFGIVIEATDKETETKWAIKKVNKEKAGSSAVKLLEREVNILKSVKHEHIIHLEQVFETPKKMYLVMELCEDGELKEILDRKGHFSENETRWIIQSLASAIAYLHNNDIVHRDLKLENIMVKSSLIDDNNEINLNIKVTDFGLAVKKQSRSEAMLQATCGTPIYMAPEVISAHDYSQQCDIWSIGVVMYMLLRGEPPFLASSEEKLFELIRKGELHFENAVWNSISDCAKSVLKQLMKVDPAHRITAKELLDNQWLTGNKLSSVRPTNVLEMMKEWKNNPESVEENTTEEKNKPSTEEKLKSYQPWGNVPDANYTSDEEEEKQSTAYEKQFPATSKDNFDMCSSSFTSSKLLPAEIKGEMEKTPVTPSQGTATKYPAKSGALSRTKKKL
# OX1R antag-2: antagonists of human orexin 1 receptor (OX1R). Orexin/Hypocretin receptor type 1 (Homo sapiens), O43613. OX1R-expressing cells, FRET antagonist read-out. inhibition, % at 6.6 µM. 330,000 tested, 1.8% active. AID 485270, 2010; in the data active = inhibition mostly above about 38%, no sharp cut-off; inactive = mostly below about 40%;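 also: 0% = agonist challenge alone and 100% = reference antagonist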
# Active calls of the source: *; x = no result given; & = joins results of further samples; ! = repeats disagree.
SMILES,OX1R antag-1,STK33 inh,OX1R antag-2
O=C(NCc1ccco1)c1cc2nc(C3CC3)cc(C(F)(F)F)n2n1,-8.9,2.4,4.3
COc1ccc(OC)c(C2=NOC(C(=O)NCc3cccs3)C2)c1 (stereo not given),-6.3,0.6,11.2
Cc1ccc(NC(=O)CN2CCN(CCN=CC3=C(O)CC(c4ccc(C)cc4)CC3=O)CC2)cc1 (stereo not given),-39.3,-0.8,22.1
CC(C)NC(=O)c1sc2nc3c(c(-c4cccs4)c2c1N)CN(C)CC3,-24.7,-0.9,59.9*
CC(=O)Nc1ccc(N(C(=O)CNC(=O)c2ccco2)C(C(=O)NCc2ccco2)c2ccccc2)cc1 (stereo not given),-12.0,1.6,8.0
Cc1cc(C(F)(F)F)nn1CC(=O)NCc1ccccc1,1.8,-1.2,17.4
CCOC(=O)c1ccc(-c2ccc3c(c2)CCC3)nc1C,-24.2,-2.0,-6.0
COc1ccccc1-c1nnc(NC(=O)c2ccc(S(=O)(=O)N3CCOCC3)cc2)o1,-15.1,-1.1,1.4
COc1ccccc1C(=O)Nc1sc2c(c1C(=O)NCc1ccco1)CCCC2,-24.4,-0.8,15.1
COc1cc(OC)cc(C(=O)Nc2nnc(-c3cccnc3)o2)c1,-11.6,-1.2,2.6
CCN1C(=O)N(CC)C2C1N(C(C)=O)C(=O)N2C(C)=O (stereo not given),-1.8,-2.3,18.6
Cc1sc2nc(COC(=O)C(NC(=O)c3ccc(Cl)cc3Cl)C(C)C)[nH]c(=O)c2c1C (stereo not given),-29.1,1.4,14.6
Cc1nc(C(=O)NNC(=O)Nc2ccc(Cl)cc2)cs1,8.0,0.6,16.8
NC(=O)c1ccc(N2CCN(c3ccccc3O)CC2)c([N+](=O)[O-])c1,0.8,-0.7,30.1
CN(C)S(=O)(=O)c1ccc(C(=O)NCCOc2ccc(F)cc2)cc1,-12.6,-1.2,1.6
CNC[C@@H](Cc1ccccc1)NC[C@@H](CC1CCCCC1)NCCCc1ccccc1,-6.3,0.9,13.5
O=C(NCCN1CCCCC1)c1ccc2c(c1)OCCO2,-11.6,-0.2,8.1
Cc1ccc(NC(=O)c2ccc(OC(=S)N3CCOCC3)cc2)cc1,-17.1,-2.0,19.1
CCOc1ccc(C(=O)Nc2ccc(S(=O)(=O)NCC3CCCO3)cc2)cc1OCC (stereo not given),-11.2,0.2,4.6
COc1ccc(N2CCN(c3nc4c(C)cccn4c(=O)c3/C=C(\C#N)C(N)=O)CC2)cc1,-20.4,-1.1,11.8
Cc1cc(C)cc(C(=O)NCC(=O)OCC(=O)NC2CC2)c1,5.8,-1.5,3.9
c1ccc(-c2csc(Nc3ncccn3)n2)cc1,0.2,0.1,12.2
CCc1nnc(NC(=O)Nc2ccccc2OC)s1,-10.2,0.5,9.2
COC(=O)C1CCN(CC(=O)Nc2cc(Cl)ccc2OC)CC1,-6.3,2.0,3.9
Cc1ccc(C)c(N2CCN(C(=O)CCc3nc(-c4ccc(Br)cc4)no3)CC2)c1,-16.6,x,5.7
COC(=O)CNC(c1ccccc1)c1cc(Cl)ccc1NC(=O)c1cccc(Cl)c1 (stereo not given),-14.7,-0.9,46.0
COc1ccc(-c2nnc(SCC(=O)N3CCCC3)o2)cc1,2.3,-1.8,12.8
COc1cccc(/C=C2\C(=O)C(=O)c3ccccc32)c1,-23.3,-1.4,10.8
Cc1nnc(SCc2ccccc2)nc1/C=C/NOCc1ccc(Cl)cc1Cl,-20.5,-2.6,23.1
COc1ccc(N2CCN(CCS(=O)(=O)c3cc(Cl)ccc3Cl)CC2)cc1,-14.9,-0.7,3.7
CCNC(=S)N1CCN(C(=O)C(Cc2ccccc2)NC(C)=O)CC1 (stereo not given),3.9,-0.8,-4.4
Cc1ccc(C(=O)CSc2nnc(Cn3nnc4ccccc43)n2C)cc1,-17.7,0.2,-1.0
CCCCOc1ccc(C(=O)N2CCNC(=O)C2)cc1,9.8,-4.7,7.3
CCn1cc(NC(=O)Nc2ccc(OC)c(OC)c2)c(C(N)=O)n1,-10.4,1.1,17.6
CCOC(=O)Cn1nc(C)n(-c2ccc(C(C)(C)C)cc2)c1=O,-2.3,-1.3,6.5
Cc1[nH]nc2ncc(C(=O)c3cc(Cl)cc(Cl)c3O)cc12,-6.2,-0.2,13.3
CCCCN(C)CCn1c(=S)[nH]c2ncccc2c1=O,-4.2,-0.9,17.1
CC(C)[C@@H](COc1ccccc1)N1CCN(Cc2ccccc2)CCC1=O,-31.6,-1.1,17.1
O=C(Nc1ccc(F)cc1F)c1cc(-c2ccco2)nc2ccccc12,-16.1,0.1,16.3
COC(=O)c1ccccc1NC(=O)CSc1nc(O)cc(=O)n1C1CCCC1,30.9,0.5,78.3*
Cc1c(C(=O)N2CCN(CC(=O)Nc3ccccc3Cl)CC2)oc2ccc(Br)cc12,-19.6,0.9,4.0
Cc1nnc(Nc2ccc(F)cc2)c2ccccc12,-18.3,-0.3,11.9
CCS(=O)(=O)Nc1cccc(C2=NN(C(=O)c3ccco3)C(c3ccco3)C2)c1 (stereo not given),-23.9,0.0,16.4
CCS(=O)(=O)n1nc(-c2cccnc2)nc1NCc1ccc(F)cc1,-31.7,0.1,11.6
Nc1nnc(CC(=O)N/N=C/c2ccc(-c3cccc(C(=O)O)c3)o2)s1,-11.7,0.2,48.1
Cc1ccc(NC(=O)c2c([N+](=O)[O-])c(C(C)(C)C)nn2C)c(C)c1,-30.2,0.2,21.8
C/C(=N\NC(N)=S)C1=CCC2C3CC[C@H]4CC(O)CC[C@]4(C)C3CC[C@]12C (stereo not given in full),-30.0,1.4,-2.9
CCCOc1ccc(C(=O)CCC(=O)NNC(=O)c2cccs2)cc1,-5.5,0.8,3.0
Cc1cc(CNC(=O)CC2C(=O)NCCN2CC(C)(C)C)nn1C (stereo not given),5.7,-0.4,8.4
CSc1nsc(SCC(=O)Nc2cccc(NC(C)=O)c2)n1,-10.0,0.5,2.9
Cc1c(OC(C)C(=O)N2C[C@H]3C[C@@H](C2)c2cccc(=O)n2C3)ccc2c3c(c(=O)oc12)CCC3 (stereo not given in full),-25.6,-1.1,15.4
Cc1nc2ccc(NC(=O)[C@H](C)N3C(=O)C4CC=CCC4C3=O)cc2s1 (stereo not given in full),-34.7,0.5,0.2
O=Cc1c(OCc2ccccc2)ccc2ccccc12,-16.4,-0.9,19.9
COc1ccccc1N1CCN(C(=O)c2sc3nc(C)nc(N4CCN(c5ccccn5)CC4)c3c2C)CC1,-35.2,-0.8,35.3
Cn1c(Oc2ccc(F)cc2)c(C=O)c2ccccc21,-34.7,-0.4,25.3
CN(C)C(CNC(=O)c1ccccc1OCc1ccc(Cl)cc1)c1ccco1 (stereo not given),-28.9,5.4,23.5
COc1ccc2cc3[n+](cc2c1OC)CCc1cc2c(cc1-3)OCO2,-2.1&-4.8,-1.7&0.0,55.0*!
CCCN1C2CCCC1CC(NC(=O)NC13CC4CC(CC(C4)C1)C3)C2 (stereo not given),-6.5,0.9,3.8
O=C(Nc1ccc(S(=O)(=O)N2CCCCC2c2cccnc2)cc1)c1c(F)cccc1F (stereo not given),-0.7,0.7,40.4
Cc1cc(NC(=O)CN2CCN(c3ccc(O)cc3)CC2)no1,10.3,-1.9,7.2
# Carrying on:
SMILES,OX1R antag-1,STK33 inh,OX1R antag-2
O=C(Nc1ccc(Cl)cc1)Nc1nnc(CSCc2ccccc2)s1,-0.2,0.1,9.3
Cc1ccccc1NC(=O)CCCCCN1C(=O)[C@@H]2Cc3ccccc3CN2C1=O,-46.0,3.1,17.1
O=[N+]([O-])c1ccccc1N/N=C/c1ccccc1,-13.4,-0.9,12.6
CCCc1cc(=O)oc2cc(C)cc(OCC(=O)NCCN3CCOCC3)c12,-17.9,0.4,15.2
CCCNC(=O)C(Cc1ccc(OC)cc1)NC(=O)c1ccc(Cl)cc1 (stereo not given),-51.9,-0.5,5.7
O=C(N/N=C/c1ccc(N2CCOCC2)o1)c1cccc([N+](=O)[O-])c1,-18.4,-0.5,33.1
CCOc1ccccc1N(CC)C(=O)Cn1ncc2c(=O)oc3ccccc3c21,-25.4,-0.7,14.8
CCSc1nc2sc3c(c2c(=O)[nH]1)CC(C)(CC)OC3 (stereo not given),-19.7,-1.4,7.9
N#Cc1c(Nc2ccccc2)sc(C(=O)c2ccccc2)c1N,-27.6,0.9,30.0
Cc1cc2occ(CC(=O)NC3=NCCS3)c2cc1C(C)C,-15.5,-1.0,12.1
CCC(C(=O)NC(C)(C)C)N(C(=O)Cn1nnc(-c2ccccc2F)n1)c1cccc2c1CCCC2 (stereo not given),-18.1,2.3,9.6
COc1ccc(-c2cc(C(F)(F)F)nc(SCC(=O)Nc3cc(C)on3)n2)cc1,-29.9,-1.7,11.2
CCOC(=O)NC(NCc1ccccc1Cl)(C(F)(F)F)C(F)(F)F,-24.5,-2.0,7.9
O=C(CNC(=S)N(CCCN1CCOCC1)Cc1cccs1)N1CCCC1,-20.2,-2.2,7.2
O=c1sc2ccccc2c(N2CCCC2)c1[N+](=O)[O-],0.4,0.9,9.1
CCc1ccc2c(Cl)c(C(=O)N/N=C/c3c[nH]c4ccccc34)sc2c1,-9.9,-0.4,21.7
Cc1ccc(S(=O)(=O)CCSc2n[nH]c(=O)n2-c2ccc3c(c2)OCCO3)cc1,-15.9,0.7,8.1
N#Cc1nc(COc2ccccc2Cl)oc1NCc1ccc(F)cc1,-0.9,x,17.3
COCCn1ccc2c(OCC(=O)NCCc3ccccc3)cccc2c1=O,-25.9,0.2,3.2
Cc1ccc(/C=N/N2CCN(c3ccccc3)CC2)cc1,1.0,-3.5,20.5
O=C(CCn1nnc2ccccc2c1=O)N[C@H](C(=O)O)c1ccccc1,-9.6,-1.9,7.2
CCOC(=O)c1c(Nc2ccccc2OCCOC)n[nH]c1C,-19.5,1.6,10.3
CC1(C)CC(=NOC(=O)c2ccccc2)CC(C)(C)N1O,-6.6,1.0,3.0
O=C(NCCCn1ccnc1)C(=O)NCC1OCCN1S(=O)(=O)c1ccc(F)cc1 (stereo not given),-8.9,-1.1,7.5
COc1ccccc1-n1c(SCC(=O)N2CCCCC2)nc(O)c(Cc2ccccc2)c1=O,0.4,-1.2,-4.5
COc1ccc(C2(CNS(=O)(=O)c3ccc(C)cc3)CCOCC2)cc1,-13.4,1.3,20.0

# Structural class: those above containing a Cl atom.
SMILES,OX1R antag-1,STK33 inh,OX1R antag-2
Cc1sc2nc(COC(=O)C(NC(=O)c3ccc(Cl)cc3Cl)C(C)C)[nH]c(=O)c2c1C (stereo not given),-29.1,1.4,14.6
Cc1nc(C(=O)NNC(=O)Nc2ccc(Cl)cc2)cs1,8.0,0.6,16.8
COC(=O)C1CCN(CC(=O)Nc2cc(Cl)ccc2OC)CC1,-6.3,2.0,3.9
COC(=O)CNC(c1ccccc1)c1cc(Cl)ccc1NC(=O)c1cccc(Cl)c1 (stereo not given),-14.7,-0.9,46.0
Cc1nnc(SCc2ccccc2)nc1/C=C/NOCc1ccc(Cl)cc1Cl,-20.5,-2.6,23.1
COc1ccc(N2CCN(CCS(=O)(=O)c3cc(Cl)ccc3Cl)CC2)cc1,-14.9,-0.7,3.7
Cc1[nH]nc2ncc(C(=O)c3cc(Cl)cc(Cl)c3O)cc12,-6.2,-0.2,13.3
Cc1c(C(=O)N2CCN(CC(=O)Nc3ccccc3Cl)CC2)oc2ccc(Br)cc12,-19.6,0.9,4.0
CN(C)C(CNC(=O)c1ccccc1OCc1ccc(Cl)cc1)c1ccco1 (stereo not given),-28.9,5.4,23.5
O=C(Nc1ccc(Cl)cc1)Nc1nnc(CSCc2ccccc2)s1,-0.2,0.1,9.3
CCCNC(=O)C(Cc1ccc(OC)cc1)NC(=O)c1ccc(Cl)cc1 (stereo not given),-51.9,-0.5,5.7
CCOC(=O)NC(NCc1ccccc1Cl)(C(F)(F)F)C(F)(F)F,-24.5,-2.0,7.9
CCc1ccc2c(Cl)c(C(=O)N/N=C/c3c[nH]c4ccccc34)sc2c1,-9.9,-0.4,21.7
N#Cc1nc(COc2ccccc2Cl)oc1NCc1ccc(F)cc1,-0.9,x,17.3
